proCasp3 act: procaspase-3 (human) activation; 330,000 compounds, 0.11% hits; activation, % at 8.5 µM; recombinant procaspase-3 D3A, Ac-DEVD-pNA absorbance 405 nm; P42574;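 active = activation above the mean of all tested compounds plus 3 SD, cut at about 21% in these data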;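 also: 0% = DMSO alone and 100% = DMSO wells spiked with extra 5 µM PC-3 D3A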
Target sequence (P42574 whole entry D9A/D28A/D175A): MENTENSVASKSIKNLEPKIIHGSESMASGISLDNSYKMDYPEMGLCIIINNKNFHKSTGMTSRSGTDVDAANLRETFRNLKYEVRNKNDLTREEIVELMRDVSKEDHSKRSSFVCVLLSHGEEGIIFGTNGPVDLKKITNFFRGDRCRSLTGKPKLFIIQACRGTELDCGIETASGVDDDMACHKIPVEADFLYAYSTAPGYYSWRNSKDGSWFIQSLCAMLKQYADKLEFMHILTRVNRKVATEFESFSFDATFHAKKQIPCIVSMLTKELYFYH
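assay system = Procaspase-3 D3A mutant | signal = absorbance at 405 nm, 0 and 120 min | times = 1 h preincubation plus 2 h reaction at 25 °C | repeats = single replicate | read-out = % activation between DMSO and enzyme-spiked controls | medium = Zinc-free HEPES saline buffer with Triton X-100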
TPT1 inhibitor: inhibitors of Candida albicans tRNA 2'-phosphotransferase TPT1; recombinant caTPT1, FP RNA substrate dephosphorylation; inhibition, % at 5 µM; 300,000 compounds, 0.81% hits; AID 1962;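 active = inhibition above the mean of all tested compounds plus 3 SD, set per screening campaign, cut at about 24% in these data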;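 also: plate controls were DMSO alone for no effect and ferristatin control at 100 nM for full effect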
proCasp7 act: counter-screen: procaspase-7 (human) activation | P55210 | recombinant procaspase-7, Ac-DEVD-pNA absorbance 405 nm; D23A/D198A/D206A triple mutant, cannot self-cleave; scale: DMSO 0, 5 µM enzyme 100 | activation, % at 8.5 µM | 330,000 compounds, 0.093% hits | AID 463210;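 active = percent activation above the screen-wide mean plus 3 SD, cut at about 25% in these data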
Target sequence (P55210 whole entry D23A/D198A/D206A): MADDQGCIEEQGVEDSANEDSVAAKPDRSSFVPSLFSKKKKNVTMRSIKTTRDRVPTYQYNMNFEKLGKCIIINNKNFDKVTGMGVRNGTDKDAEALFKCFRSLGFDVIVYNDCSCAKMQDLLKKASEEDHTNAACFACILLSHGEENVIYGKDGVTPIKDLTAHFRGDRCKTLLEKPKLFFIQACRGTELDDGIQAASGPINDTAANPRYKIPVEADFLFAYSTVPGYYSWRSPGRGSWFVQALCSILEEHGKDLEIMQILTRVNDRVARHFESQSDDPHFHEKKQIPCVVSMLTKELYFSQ
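Detection: p-Nitroaniline absorbance at 405 nm, read at 0 and 120 min; system: Uncleavable procaspase-7 mutant enzyme; evaluation: % activation from two-timepoint absorbance difference, scaled to controls; times: 1 h enzyme–compound preincubation and 2 h substrate reaction, both 25 °C; buffer or medium: Zinc-free HEPES pH 7.4 with 300 mM NaCl, 0.01% Triton X-100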
core dimer inh: HCV core protein dimerization inhibition. inhibition, % at 5 µM. 300,000 compounds, 0.33% hits. TR-FRET GST/Flag-core106 dimerization, 1536-well;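 active = inhibition above the mean of all tested compounds plus 3 SD, set per screening campaign, cut at about 45% in these data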
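System: GST-tagged and Flag-tagged HCV core protein residues 1-106 / Input: core106 proteins, GST 13.5 nM and Flag 17 nM / Buffer or medium: KF-containing HEPES buffer, pH 7.45, DTT, CHAPS, BSA / Probe or stimulus: Eu-anti-GST and XL665-anti-Flag labelled anti-tag antibodies / Schedule: 4 h, 22.5 °C incubation / Technique: TR-FRET 671 and 617 nm emission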
PP1 inh: counter-screen for PP5 inhibitors: inhibitors of human PP1-alpha; P62136; purified PP1alpha, OMFP fluorescence; AID 2235; inhibition, % at 6.7 µM; 320,000 compounds, 0.9% hits;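 active = inhibition above the mean inhibition of all tested compounds plus 3 SD, computed separately for each screening campaign, cut at about 15% in these data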
Efflux pump inh: inhibitors of Candida antifungal efflux pumps expressed in yeast. 330,000 compounds, 0.44% hits. S. cerevisiae Candida pump triplex, Nile Red efflux. inhibition, % at 10 µM;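 active = plate passing quality check with inhibition over a set limit, or well fluorescence over plate mean plus 4 SD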;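 also: Nile Red retained in pooled yeast measured as flow cytometry median fluorescence; 0% = buffer negative control and 100% = Enniatin B positive control; higher means more Nile Red kept so more efflux inhibition; some compounds called inactive have numbers as strong as hits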
PP5 inh: inhibitors of human protein phosphatase 5 (PP5) | P53041 | purified PP5c, OMFP substrate fluorescence | inhibition, % at 6.7 µM | 320,000 compounds, 0.18% hits | AID 1987;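 active = inhibition above the campaign's mean inhibition across all tested compounds plus 3 SD, cut at about 9.5% in these data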;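 also: 0% = DMSO only and 100% = 100 µM cantharidin control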
Fh CTSL1 inh: counter-screen for PFM18AAP inhibitors: inhibitors of F. hepatica cathepsin L1; AID 1906; recombinant F. hepatica cathepsin L1, Z-Leu-Arg-MCA fluorescence; inhibition, % at 5.96 µM; 300,000 compounds, 0.49% hits;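 active = inhibition above the mean of all tested compounds plus 3 SD, set per screening campaign, cut at about 17% in these data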;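 also: 0% = plate median of test compound wells and 100% = 1 µM Z-Phe-Ala-diazomethylketone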
JMJD2C inh: inhibitors of human GASC-1 (JMJD2C) demethylase; GST-JMJD2C(1-420) H3K9me3 demethylation, DELFIA europium; inhibition, % at 2.35 µM; 330,000 compounds, 0.069% hits; AID 2099;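 active = more than half of a compound's replicate wells show inhibition beyond 50%, single wells judged on their own value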;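 also: signal counts dimethyl H3K9 product captured on neutravidin plate; 0% = median of DMSO wells and 100% = 0.3 times that DMSO median; strong numbers were not always called active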
Target sequence (Q9H3R0 1-420 limits assumed): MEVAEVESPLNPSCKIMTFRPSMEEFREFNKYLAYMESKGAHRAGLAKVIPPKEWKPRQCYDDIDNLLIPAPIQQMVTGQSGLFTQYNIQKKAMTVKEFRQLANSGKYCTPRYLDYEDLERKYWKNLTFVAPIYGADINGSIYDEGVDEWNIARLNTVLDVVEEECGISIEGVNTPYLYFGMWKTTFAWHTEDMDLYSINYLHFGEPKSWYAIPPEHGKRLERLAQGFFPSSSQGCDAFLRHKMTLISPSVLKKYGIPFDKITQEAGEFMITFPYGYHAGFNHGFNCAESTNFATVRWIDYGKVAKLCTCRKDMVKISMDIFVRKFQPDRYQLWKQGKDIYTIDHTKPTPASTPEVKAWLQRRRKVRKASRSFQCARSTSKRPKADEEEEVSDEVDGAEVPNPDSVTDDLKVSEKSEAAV
Numbers without * were called inactive; . = not tested or not shown; & = joins results of further samples. Random draw from the library; about 2.9% have a hit in one of these screens.

SMILES	proCasp3 act	TPT1 inhibitor	proCasp7 act	core dimer inh	PP1 inh	Efflux pump inh	PP5 inh	Fh CTSL1 inh	JMJD2C inh
CC(OC(=O)c1nn(C)c(=O)c2ccccc12)C(=O)NC1CCCCC1C (stereo unspecified)	6.6	-2.8	-0.9	-1.9	-6.5	-0.1	-1.2	-1.4	4.2
CC1CCN(C(C)C(=O)Nc2ccc(S(=O)(=O)N3CCCC3)cc2)CC1 (stereo unspecified)	3.8	.	5.9	.	-1.2	-0.1	4.1	.	.
NC(=O)c1ccc(NC(=O)C2CC2)cc1	11.4	0.6	2.8	-2.0	-1.8	0.0	1.6	-2.4	10.5
CCN(CC)S(=O)(=O)c1ccc(N2CCCC2)c(NC(=O)c2ccc([N+](=O)[O-])o2)c1	0.8	.	-2.0	.	.	0.0	.	.	2.0
O=C(COC(=O)COc1ccc(Br)cc1)NCc1ccc2c(c1)OCO2	-2.5	.	2.7	.	.	0.0	.	.	1.0
CC(=O)c1cccc(NC(=O)N2CCCC2C(=O)Nc2cc(C)ccc2C)c1 (stereo unspecified)	-0.8	-1.6	4.6	0.4	-0.8	0.0	1.8	1.7	5.6
O=C1CSC(c2cccnc2)N1c1ccc(Cl)cc1 (stereo unspecified)	2.2	0.6	6.8	-3.2	-2.8	0.0	-2.1	0.8	-14.3
CC(=O)NC1(c2ccccc2)CCN(Cc2nnnn2C(C)(C)C)CC1	3.0	2.0	5.3	-0.2	2.2	0.0	-1.6	1.0	10.0
CC(=O)Nc1cc(C(=O)CSc2nnc(C3CC3)n2C2CC2)ccc1O	5.1	.	-4.3	.	2.3	0.0	0.6	.	1.1
COC(=O)c1ccccc1NC(=O)COC(=O)CO/N=C(\C)c1ccc2c(c1)OCO2	2.7	-1.4	3.8	2.5	-2.4	0.0	1.3	-6.7	-9.0
O=C(O)CCCC(=O)NCCCc1ccccc1	0.5	-0.5	7.6	1.0	-0.9	0.0	-1.2	-0.5	-12.3
Cc1c(NC(=O)/C(C#N)=C/c2ccc(-c3ccccc3Cl)o2)c(=O)n(-c2ccccc2)n1C	-0.7	-2.8	-0.9	1.3	-0.2	-0.1	-0.7	6.3	-6.5
COc1ccc(CCNC(=O)CNCCc2ccc(F)cc2)cc1	3.5	-5.7	6.3	-4.1	-2.1	-0.1	1.3	2.0	2.5
O=C(/C=C\c1ccc2c(c1)OCO2)NC1(C(=O)Nc2ccc3c(c2)OCCO3)CCCCC1	1.9	-2.8	5.2	-3.4	0.7	-0.1	2.5	0.8	6.8
Cc1nn(CCOc2ccccc2)c(=O)n1-c1ccc(F)cc1	1.5	-1.1	1.6	-1.2	-2.7	0.0	2.7	1.6	12.0
Cn1c(CNc2cccc(Cl)c2)nnc1SCC(=O)OC1CCCCC1	-3.2	0.9	-4.6	5.4	4.4	0.1	1.3	9.4	-0.6
CC(OC(=O)C1CC(=O)N(Cc2ccco2)C1)C(=O)Nc1ccccc1[N+](=O)[O-] (stereo unspecified)	3.0	.	7.2	.	-0.1	-0.1	3.1	.	6.7
CCCNC(=S)N1CCN(CC)CC1	-0.4	-1.0	5.4	-6.3	2.2	-0.1	-0.6	-1.7	-4.9
CC(C)N(Cc1c(O)ccc2c(=O)c(-c3ccc(Cl)cc3)coc12)C(C)C	3.7	5.2	-3.4	44.8	1.9	-0.1	-1.8	1.0	-5.0
CCCCn1c(N)c(N(CCOC)C(=O)c2ccc(COc3ccccc3)o2)c(=O)[nH]c1=O	11.1	1.0	2.5	-2.3	-2.6	0.1	1.1	-3.2	21.7
CC(=O)N1N=C(c2ccccc2)CC1c1ccc(F)cc1 (stereo unspecified)	11.5	-5.9	7.5	3.4	-7.1	-0.3	2.5	-2.3	4.1
Cc1ccc(-c2nnn(CC(=O)N(CC3CCCO3)C(C(=O)NC3CCCCC3)c3ccc(F)cc3)n2)o1 (stereo unspecified)	2.3	1.4	0.1	8.2	-1.5	-0.2	1.3	-3.3	1.6
CCOC1OC(=O)C(Cl)=C1Nc1ccc(C)cc1C (stereo unspecified)	4.5	2.6	1.0	-4.9	-0.5	0.3	0.8	3.0	-1.2
CCN(CC)c1ccc(/C=C(\C#N)c2ccccn2)cc1	-24.8	135.1*	-25.1	0.3	1.8	0.2	7.0	2.2	-0.3
CN1CC(c2ccc(C#N)cc2)C2(COc3ccccc3C2=O)C12C(=O)Nc1ccccc12 (stereo unspecified)	0.9	5.7	9.4	9.9	1.2	0.0	1.8	3.5	-2.1
CC(C)CCN1C(=O)c2ccc(C(=O)OCn3nnc4ccccc4c3=O)cc2C1=O	3.4	-0.6	6.4	17.3	-5.9	-0.1	1.3	-1.3	0.8
CCC(=O)N1CCN(c2ccc(Cl)cc2NC(=O)Cc2ccc(Cl)cc2)CC1	-0.9	0.0	5.2	6.1	3.5	0.0	0.9	2.5	17.1
Cc1nc(N2CCN(c3ccccc3)CC2)[nH]c(=O)c1CCC(C)C	-3.5	-6.4	18.8	-2.8	-6.2	0.0	-0.5	-0.6	-0.8
Cc1cs/c(=N\N=C\c2ccccc2)n1Cc1ccco1	-0.6	1.6	5.8	-5.3	-3.9	-0.1	-0.2	0.1	-11.5
CNC[C@@H]1Oc2ccc(NC(=O)Nc3ccccc3)cc2C(=O)N([C@@H](C)CO)C[C@H]1C	3.2	.	-3.2	.	.	0.0	.	.	-2.6
O=C(NC(=S)Nc1cccc(NC(=S)NC(=O)c2ccco2)n1)c1ccco1	-5.4	2.7	-3.6	11.1	-3.3	0.0	-1.2	0.8	8.4
Cc1cccn2c(=O)c(/C=C(\C#N)C(N)=O)c(N3CCN(Cc4ccc5c(c4)OCO5)CC3)nc12	-17.3	0.7	-12.9	8.7	-2.6	0.2	-2.7	6.9	9.1
Cc1cc2c(N3CCCCC3C)ncnc2s1 (stereo unspecified)	-2.0	-0.9	6.0	-3.7	1.0	-0.1	-0.2	2.0	2.8
N=c1c(C(=O)NC2CCCCC2)cc2c(=O)n3ccccc3nc2n1Cc1ccc(F)cc1	-9.2	3.3	-4.8	12.1	-5.7	0.1	-1.1	-0.6	-3.1
CC(=O)Nc1ccc2c(c1)nc1n2CCN(C(C)c2ccccc2)C1 (stereo unspecified)	3.0	1.7	2.2	3.8	-1.3	-0.4	-0.4	2.8	-3.0
O=C(c1n[nH]c(=O)c2ccccc12)N1CCN(C2c3ccccc3-c3ccccc32)CC1	-5.2	-5.9	16.1	9.8	7.3	0.2	4.0	2.1	11.5
CCOc1cccc(CN2CCC(n3nccc3NC(=O)c3ccc4c(c3)OCO4)CC2)c1	-2.6	-5.1	6.9	-4.4	0.3	0.2	0.7	-7.2	3.9
OC(CN1C2=NCCN2c2ccccc21)c1ccccc1 (stereo unspecified)	-3.6	-2.4	-0.5	-0.6	-0.7	1.5	2.5	1.7	-3.2
C/C(=N\Nc1nc2ccccc2[nH]1)c1cc2ccccc2o1	0.2	-4.3	-14.1	-21.8	10.0	5.0	4.7	6.7	13.3
Cc1ccc(CCNC(=O)C2CCCN(S(=O)(=O)c3cccs3)C2)cc1 (stereo unspecified)	-8.0	1.1	-8.4	-0.5	-2.5	0.1	0.6	4.4	-15.3

Full records, quoted from the list. Screens in order: proCasp3 act, TPT1 inhibitor, proCasp7 act, core dimer inh, PP1 inh, Efflux pump inh, PP5 inh, Fh CTSL1 inh, JMJD2C inh
Listed for CCOc1cccc(CN2CCC(n3nccc3NC(=O)c3ccc4c(c3)OCO4)CC2)c1 = -2.6, -5.1, 6.9, -4.4, 0.3, 0.2, 0.7, -7.2, 3.9
Listed for C/C(=N\Nc1nc2ccccc2[nH]1)c1cc2ccccc2o1 = 0.2, -4.3, -14.1, -21.8, 10.0, 5.0, 4.7, 6.7, 13.3

Remaining list, next part
SMILES	proCasp3 act	TPT1 inhibitor	proCasp7 act	core dimer inh	PP1 inh	Efflux pump inh	PP5 inh	Fh CTSL1 inh	JMJD2C inh
CCCn1c(Nc2ccccc2)nc2ccccc21	13.8	-1.1	2.3	-13.3	1.9	-0.1	1.5	-0.6	8.1
Cc1c(C(=O)NC(C)CCc2ccccc2)cccc1[N+](=O)[O-] (stereo unspecified)	-9.0	-5.9	-1.1	0.2	1.5	-0.1	-0.9	1.6	5.2
Cc1ccc(Cn2c(C(C)Nc3nc(-c4ccc(F)cc4)cs3)nc3cc(C(=O)NCCCO)ccc32)cc1 (stereo unspecified)	0.5	-0.4	-1.1	-12.5	-1.6	0.3	4.2	3.9	-9.9
Cc1cn(C2C=CC(CO)O2)c(=O)[nH]c1=O (stereo unspecified)	2.8	-1.2	2.1	-5.6	0.7	-0.1	0.3	-3.0	67.5
O=C(C[n+]1ccccc1)N/N=C/c1ccc(F)cc1	1.6	-2.3	10.6	-5.4	0.1	-0.2	0.7	-0.2	-8.3
CC(C)(C)C(=O)Nc1sc2c(c1C#N)CCC2	-7.9	2.2	-1.4	-4.3	1.2	0.3	3.0	-5.5	-7.3
CCc1nnc(NS(=O)(=O)c2ccc(Nc3ccc4nonc4c3[N+](=O)[O-])cc2)s1	0.0	-1.5	0.0	2.9	-3.7	0.0	1.4	-0.2	-6.7
O=C(Nc1ccc(N2CCOCC2)cc1)c1ccc(-c2ccccc2[N+](=O)[O-])o1	3.4	12.4	-1.6	-3.5	1.7	0.4	1.7	2.7	-13.7
COc1ccc(NC(C)C(=O)N/N=C/c2ccc([N+](=O)[O-])s2)cc1 (stereo unspecified)	-0.1	-1.3	4.5	-2.5	-0.2	-0.1	1.5	2.6	4.3
Cc1ccc(NC(=O)CN(C)C(=O)c2sc3cc(Cl)ccc3c2Cl)cc1	3.0	-0.3	2.8	4.6	-1.6	0.0	0.1	-0.5	-28.4
O=C(Nc1ccc(NC(=O)C2CCCCC2)cn1)c1ccco1	-3.7	-1.5	6.3	-15.3	-8.0	-0.1	-5.7	7.8	-19.0
Cc1cc(Cl)ccc1NC(=O)COC(=O)c1cc([N+](=O)[O-])ccc1N1CCOCC1	-11.7	1.3	-4.3	1.1	1.3	0.0	3.4	-4.5	-2.6
CCOC(=O)CN(C(=O)CSc1nnc(CNc2ccc(C)cc2C)o1)c1ccccc1	-3.7	0.6	-3.1	5.8	0.2	-0.1	1.4	3.0	-5.1&-1.8
CC(C)OC(=O)NCCOC(=O)Nc1ccccc1Cl	-9.0	2.7	-2.0	-4.8	0.5	0.1	-2.2	-1.6	0.7
Cc1cc(C)nc(OC(=O)c2c(Cl)cc(Cl)cc2Cl)n1	-3.8	-0.2	-0.6	4.4	-10.5	0.2	-3.4	2.8	6.7
COc1ccc(Br)cc1CNC(=O)Nc1cccs1	-2.7	2.3	6.2	3.1	-1.4	-0.1	0.4	-1.2	0.6

Screening results: PubChem BioAssay, several laboratories
